Assay outcomes from PubChem.
Growth percent in the NCI-60 one-dose screen (48 h, 10 µM unless noted): 100 = growth as untreated, 0 = no growth, -100 = all killed.
U251: U251 CNS tumor cells; 5.4% of 80,000 active; AID 1794753
SF-295: SF-295 CNS cancer cells; AID 1794758; 5.6% of 79,000 active
DU-145: DU-145 prostate cancer; 4.2% of 81,000 active; AID 1794760
SF-268: SF-268 CNS cancer cells; 3.1% of 82,000 active; AID 1794759
PC-3: PC-3 prostate cancer cells; 3.9% of 80,000 active; AID 1794754
SNB-19: SNB-19 CNS cancer cells. 2.5% of 81,000 active. AID 1794751
SF-539: SF-539 CNS cancer; 6.8% of 81,000 active; AID 1794752
OVCAR-8: OVCAR-8 ovarian cancer; 4.4% of 81,000 active
* = called active by the depositor; . = not tested or not shown; & = joins results of further samples; [ ] = dose if it differs, or a comment. Rule for the calls: active = growth percent below 10; inactive = the rest.

Sample of the layout (7 entries):
entry	mol	U251	SF-295	DU-145	SF-268	PC-3	SNB-19	SF-539	OVCAR-8
1	CCCC(O)c1ccccc1 (stereo unspecified)	105	97	113	107	105	113	91	105
2	O=C(CNC(=O)c1nc(-c2ccccc2)n(-c2ccccc2)n1)NO	85	107	116	111	90	98	99	98
3	COc1ccc(C(=O)N2CCN(C(C)=O)C2=O)cc1OC1CCCC1	104	105	113	100	98	99	100	105
4	O=[N+]([O-])c1ccc(N2CCCCC2)c([N+](=O)[O-])c1	101	90&99	106&114	106&118	89&100	89&91	108&93	104
5	C#CCn1c(-c2ccc(OC)c(OC3CCCC3)c2)nc(-c2ccccc2)c1-c1ccccc1	69	101	87	85	47	82	88	77
6	CCN(CC)CC(C)C(O)(c1ccccc1)c1ccccc1 (stereo unspecified)	107	103	113	101	96	110	94	105
7	O=C(CCCCC(=O)N=C(c1ccccc1)c1ccccc1)N=C(c1ccccc1)c1ccccc1	101	.	121	107	86	121	121	100

All compounds of this part (from the top)
entry	mol	U251	SF-295	DU-145	SF-268	PC-3	SNB-19	SF-539	OVCAR-8
1	CCCC(O)c1ccccc1 (stereo unspecified)	105	97	113	107	105	113	91	105
2	O=C(CNC(=O)c1nc(-c2ccccc2)n(-c2ccccc2)n1)NO	85	107	116	111	90	98	99	98
3	COc1ccc(C(=O)N2CCN(C(C)=O)C2=O)cc1OC1CCCC1	104	105	113	100	98	99	100	105
4	O=[N+]([O-])c1ccc(N2CCCCC2)c([N+](=O)[O-])c1	101	90&99	106&114	106&118	89&100	89&91	108&93	104
5	C#CCn1c(-c2ccc(OC)c(OC3CCCC3)c2)nc(-c2ccccc2)c1-c1ccccc1	69	101	87	85	47	82	88	77
6	CCN(CC)CC(C)C(O)(c1ccccc1)c1ccccc1 (stereo unspecified)	107	103	113	101	96	110	94	105
7	O=C(CCCCC(=O)N=C(c1ccccc1)c1ccccc1)N=C(c1ccccc1)c1ccccc1	101	.	121	107	86	121	121	100
8	CSc1nc2c(c(=O)n1C)CN(c1ccccc1)C(=O)CN2	97	106	112	105	.	97	94	98
9	CC(OC(C(O)C=O)C(O)C(O)CO)C(=O)N[C@@H](C)C(=O)O (stereo partly specified)	102	99	119	106	102	103	103	109
10	CC/C(=N\NC(N)=O)C(OC)OC	102	107	119	106	92	114	97	101
11	CCOC(=O)C1=NN(c2ccccc2)C(=O)/C1=C\n1ccc(=O)[nH]c1=S	100	99	105	91	100	102	106	98
12	COc1ccc2c(C3(c4cn(C)c5cc(OC)ccc45)C(=O)Nc4ccc(Br)cc43)cn(C)c2c1	107	91	90	63	18	106	94	100
13	O=C(O)/C=C/C(=O)NCCNC(=O)/C=C/C(=O)O	100	103	108	100	90	100	96	101
14	Oc1c(Cl)cc(Oc2cc(Cl)c(O)c(CN3CCOCC3)c2)cc1CN1CCOCC1	97	99	101	88	81	86	98	95
15	CC1(C)CC(=O)C2=C(O)C(=O)C=CC2(O)O1 (stereo unspecified)	100	100	96	92	94	90	106	99
16	CSc1nc(C)c([N+](=O)[O-])c(N)n1	88	109	109	105	85	97	104	100
17	Nc1cc(S(=O)(=O)O)cc2cc(S(=O)(=O)O)c(N=Nc3ccc(S(=O)(=O)Nc4ncccn4)cc3)c(O)c12	96	95	113	107	85	111	103	95
18	CC(C)(N)CO[C@H]1C[C@H]2CC[C@@]1(C)C2(C)C	97	98	102	92	89	103	99	102
19	COc1ccc(C2CC(c3ccc4c(c3)OCO4)=NN2C=O)cc1 (stereo unspecified)	102	113	107	108	93	94	99	106
20	CC(C)c1cc(C(=O)Nc2ccc(-c3nccs3)cc2)no1	99	101	109	109	89	101	106	94
21	CC1Cn2c(nnc2-c2ccccc2O)S1 (stereo unspecified)	106	110	107	97	108	129	100	106
22	CC1(C)CC(=O)C(Cc2cn(Cc3ccccn3)nn2)(Cc2cn(Cc3ccccn3)nn2)C(=O)C1	.	103	108	103	89	102	112	114
23	C=COC(=O)CCCCCCCCC	105	115	114	101	102	98	113	101
24	O=C(O)c1ccccc1NC1=C(I)C(=O)c2ncccc2C1=O	108	98	105	91	88	97	100	91
25	CCCc1cc(=O)[nH]c(-n2nc(C)cc2C)n1	19	18	67	54	45	50	49	28

Complete entries, quoted from the list. Screens in order: U251 | SF-295 | DU-145 | SF-268 | PC-3 | SNB-19 | SF-539 | OVCAR-8
Record of CC1(C)CC(=O)C(Cc2cn(Cc3ccccn3)nn2)(Cc2cn(Cc3ccccn3)nn2)C(=O)C1 : . | 103 | 108 | 103 | 89 | 102 | 112 | 114
Record of CC(OC(C(O)C=O)C(O)C(O)CO)C(=O)N[C@@H](C)C(=O)O (stereo partly specified) : 102 | 99 | 119 | 106 | 102 | 103 | 103 | 109

Other compounds follow.
entry	mol	U251	SF-295	DU-145	SF-268	PC-3	SNB-19	SF-539	OVCAR-8
26	CC1SC(c2ccccc2[N+](=O)[O-])N(NC(=O)CCC(=O)c2nc3ncccc3[nH]2)C1=O (stereo unspecified)	91	99	101	97	96	95	93	99
27	CN(C)CCCNC(=O)c1ncc(-c2ccc(C(F)(F)F)cc2)c(NC2CCCCCC2)n1	71	94	92	86	71	91	80	89
28	N#CCCN(CCC#N)P(=O)(N(CCC#N)CCC#N)N(CCC#N)CCC#N	101	100	104	96	95	107	102	104
29	CC1=NCCc2ccccc21	105	106	106	104	100	106	98	107
30	O=C(Nc1ncccc1OCc1cn(Cc2ccccc2)nn1)c1ccccc1	110	96	103	95	99	95	102	106
31	CC(C)c1cc(C(C)C)c(S(=O)(=O)Cl)c(C(C)C)c1	111	115	111	108	93	95	115	99
32	COc1cc(CC(CC(=O)O)C(=O)O)cc(OC)c1OC (stereo unspecified)	99	104	109	105	89	107	88	107
33	COc1cc(-c2nnc(-c3c(-c4ccc(F)cc4)nc4ncccn34)o2)cc(OC)c1OC	97	103	105	.	90	101	91	98
34	CC(=O)CC(C)(C)c1ccc(Cl)cc1	99	101	108	96	94	.	102	101
35	O=C(Cn1nc(-c2cccc3ccccc23)ccc1=O)NCc1cccc(Cl)c1	35[50 µM]	19[50 µM]	56[50 µM]	53[50 µM]	20[50 µM]	45[50 µM]	58[50 µM]	39[50 µM]
36	O=C(Cc1ccccc1)c1ccccn1	96	97	111	108	96	97	111	104
37	CCC(CC)NC(C)CO (stereo unspecified)	99	98	112	104	101	108	101	102
38	CC(=O)/C(=C/c1ccc(C#N)cc1)C(=O)c1ccccc1	84	96	91	86	84	88	98	93
39	O=C(NCc1ccc(Cl)cc1)c1[nH]c2ccccc2c1Cl	105	94	106	105	87	109	119	104
40	O=C1C=CC(=O)N1c1ccc(Br)cc1Cl	102	98	111	99	100	105	104	108
41	COc1cc2c3c(c1OC)C(=O)CC3CCCC2 (stereo unspecified)	92	95&74	107&109	102&103	88&98	88&101	93&108	103&101
42	Cc1cc(-c2cn(Cc3ccc4c(Cl)cc(Cl)c(O)c4n3)nn2)ccc1F	87	96	85	88	96	100	89	95
43	COC(=O)[C@@H](NC(=O)NC(=O)NC(=O)CI)C(C)C	100	95	106	96	85	95	93	91
44	COc1ccccc1CNCCCN1C(=O)c2ccc3c4c(ccc(c24)C1=O)C(=O)N(CCCNCCCCNCCCCN)C3=O	0.5*	2.3*	9.9*	4.9*	-12*	4.9*	11	-18*
45	CCOC(=O)CC1C(CO)OC(n2cnc3c(N)ncnc32)C1O[Si](C)(C)C(C)(C)C (stereo unspecified)	99	97	93	97	85	103	91	103
46	O=C(N/N=C/c1ccccc1O)c1ccncc1	39	54	58	48	69	67	71	52
47	O=C(O)COc1cccc(C(=O)/C=C/c2ccccc2)c1	106	108	109	109	119	108	107	111
48	CCCCCCCCCCCCCCCC(=O)Nc1cc2c(C)cc(=O)oc2cc1O	96	103	102	100	99	108	.	100
49	C=CCNCCC#N	107	.	113	112	99	102	107	97
50	Nc1nnc(-c2ccccn2)c(-c2c[nH]c3ccc(Br)cc23)n1	92	80	109	90	86	.	90	97

Next section
entry	mol	U251	SF-295	DU-145	SF-268	PC-3	SNB-19	SF-539	OVCAR-8
51	O=c1[nH]c2ccccc2cc1/C=N/O	95	96	106	91	86	96	101	96
52	CC(=O)Nc1ccc(NC(=O)Nc2cccc(-c3nc(-c4ccc(NC(=O)c5cccnc5)cc4Cl)no3)c2)cc1C(F)(F)F	-56*	-70*	-14*	-33*	-61*	-12*	-88*	-9.1*
53	COc1ccc2[nH]cc(-c3cc(N)n4nc(-c5cn(C)c6ccccc56)cc4n3)c2c1	-85*	-81*	-65*	-12*	-68*	-48*	-82*	-96*
54	O=C(OCCO)c1c(Cl)c(Cl)c(Cl)c(Cl)c1-c1c2cc(Br)c(=O)c(Br)c-2oc2c(Br)c(O)c(Br)cc12	104	99	110	100	102	111	86	103
55	Fc1ccc(Nc2ncnc3ccc(-c4cnc5[nH]ccc5c4)cc23)cc1Cl	-68*	-32*	40	33	27	41	-73*	-28*
56	CCOC(=O)C1=CSC2=NC3=C(CCC/C3=C\c3cc(OC)c(OC)c(OC)c3)C(c3cc(OC)c(OC)c(OC)c3)N12 (stereo unspecified)	.	56	8.9*	33	77	85	50	13
57	O=c1[nH]c(=O)[nH]c(=S)[nH]1	103	102	105	102	102	101	99	101
58	Cc1cc(C)c(S(=O)O)c(C)c1	105	93	120	114	95	102	104	115
59	Cc1nc2cc(Nc3nc(Nc4ccc(F)cc4)nc(-c4cccs4)n3)ccc2n1Cc1ccccc1	.	52	75	64	29	67	60	37
60	CCOC(=O)C(CCc1ccccc1[N+](=O)[O-])C(C)=O (stereo unspecified)	98	109	106	88	91	94	91	102
61	O=[N+]([O-])c1ccc(NS(=O)(=O)c2ccccc2)c(Cl)c1	107	93	108	98	100	97	113	97
62	CC(C)(C)c1ccc(N2C(=O)[C@@]3(Oc4ccccc4[C@H]4CC(c5ccc(Br)cc5)=NN43)c3ccccc32)cc1	51	26	83	49	44	56	65	66
63	CC1(C)NCCC[C@]2(C)[C@H]3CC[C@H]4[C@H]5[C@H](C(=O)/C=C/c6cccnc6)CCC[C@]5(CO)CC[C@@]4(C)[C@]3(C)CC[C@@H]12	11	84	67	73	59	72	81	56
64	COc1ccc(-n2nnc3c(sc4ncc(Br)cc43)c2=O)cc1	99	.	106	97	98	94	98	.
65	COc1ccc(/C=C2\C(=O)Nc3ccc(Cl)cc32)cc1OCc1ccccn1	-5.7*	38	58	44	38	42	-9.4*	32
66	CCOC(=O)c1cn2ncnc(Oc3ccc(NC(=O)Nc4ccc(Cl)c(C(F)(F)F)c4)c(F)c3)c2c1C	101	90	103	103	104	96	77	101
67	O=C(O)COc1cccc(O)c1	103	101	108	107	94	108	95	106
68	O=C1OC(=O)C2C1CC1C(=O)OC(=O)C12 (stereo unspecified)	100	93	109	105	89	100	98	105
69	COC(=O)C(=Cc1ccccc1)C(=O)OC	95	.	109	109	103	103	92	93
70	CCOc1ccccc1NC(=O)CC1Sc2ccccc2NC1=O (stereo unspecified)	95	111	104	98	87	94	103	99
71	NC(=S)N/N=C/c1cc([N+](=O)[O-])ccc1O	91	98	106	98	91	101	98	101
72	CC(=O)Nc1ccc(C(N)=O)cn1	100	104	115	108	89	96	94	101
73	Cc1ccc(C(=O)c2c(N)c(C#N)cn2-c2ccc(Cl)cc2Cl)cc1	77	75	95	87	78	81	85	88
74	COc1cc(CO)cc(OC)c1OC	93	93	99	101	98	103	89	102
75	Cc1ccc(-c2csc(N/N=C/c3cccs3)n2)cc1	86	93	100	106	68	101	104	94

Next structures.
entry	mol	U251	SF-295	DU-145	SF-268	PC-3	SNB-19	SF-539	OVCAR-8
76	CCOC(=O)c1ccnc2ccc(O)cc12	97	100	113	104	104	97	101	101
77	CN1CCN(Cc2ccc(NC(=O)c3cncc(C#Cc4cnc5ccc(Cl)nn45)c3)cc2C(F)(F)F)CC1	4.2*	9.7*	4.1*	-42*	-19*	6.7*	-62*	9.0*
78	COC(=O)[C@H](C)Nc1nc(N)nc(N2CCCCC2)c1C=O	104	114	119	115	97	104	99	99
79	COc1cccc(-c2nc(-c3ccc(N)cc3)co2)c1	92	93	102	128	98	113	110	86
80	O=C(c1c2c(nn1-c1ccc(F)cc1)CCC(NCc1ccc(F)cc1)C2)N1CCCCC1 (stereo unspecified)	102	105	115	110	99	96	105	103
81	O=C(Nc1ccc(Nc2ncnc3sc4c(c23)CCCC4)cc1)Nc1cccc(C(F)(F)F)c1	92	97	98	98	73	104	76	104
82	CC1=NN(c2cccc(Cl)c2)C(=O)/C1=C\c1cn(CC(O)Cn2cc(/C=C3\C(=O)N(c4cccc(Cl)c4)N=C3C)c3ccccc32)c2ccccc12	.	111	111	104	104	107	94	115
83	Cn1ccnc1C(=O)/C=C/c1ccc(C(=O)Nc2ccccc2O)cc1	5.3*	6.8*	46	13	23	14	-19*	19
84	O=S(=O)(NCCCNc1nccc(-c2c(-c3ccc(F)cc3)nc3sccn23)n1)c1ccc(O)cc1	55	72	62	63	64	103	78	60
85	Cc1cnc2c(C)cccn2c1=O	101	105	106	96	88	108	102	100
86	COc1ccc(C2=CN3CC=CCC3CC2=O)cc1 (stereo unspecified)	91	104	100	101	82	107	104	91
87	O=C(O)Cc1ccccn1	99	114	111	100	102	101	109	102
88	Cc1nc2c(cnn2CCO)c(=O)[nH]1	100	99	110	102	96	106	106	101
89	O=[N+]([O-])CC(c1ccco1)c1c[nH]c2ccccc12 (stereo unspecified)	101	102	117	95	94	91	98	99
90	C=CCn1c2ccc(Br)cc2c2c3c(c4c5ccccc5ccc4c21)C(=O)NC3=O	100	101	89	93	106	99	101	107
91	COc1ccc(Nc2ncccc2C(=O)Nc2nc3ccc(F)cc3s2)cc1	80	59	102	100	56	91	85	87
92	CN(C)N=Nc1ccc(N(C)C)cc1	83	101	109	99	77	94	.	87
93	Cc1noc(N)c1C(=O)Nc1ccc2c(c1)OCO2	102	101	109	98	95	112	100	102
94	Cc1cc2ccccc2c[n+]1CCCc1ccccc1	72	102	100	104	49	77	95	83
95	CCOC(=O)C1=C(C)NC(=O)NC1c1ccc(F)cc1 (stereo unspecified)	98	95	116	112	106	99	97	101
96	CCCCNCCCCCCl	94	94	101	101	106	98	103	95
97	COc1ccc2c(c1)c(/C(O)=C1\COC(=O)C1=O)cn2Cc1ccc(F)cc1	101	93	139	103	90	100	102	111
